SIRT5 block: SIRT5 desuccinylase inhibitors, primary screen, biochemical, fluorescence imaging, single point, set 5; NAD-dependent protein deacylase sirtuin-5, mitochondrial (Homo sapiens), Q9NXA8; Purified SirT5, succinyl-peptide AMC, trypsin-coupled fluorescence; inhibition, % at 15 µM; actives 1.1% (n = 330,000); in the data active means inhibition above about 15%; inconclusive means no clear call, values can overlap the other calls
F508del corr: F508del CFTR correction, initial screen, CFBE line, single point; actives 0.36% (n = 350,000); activity (quench increase), % at 7.58 µM; CFBE cells, YFP halide quenching; stimulated with forskolin plus potentiator P3; % fluorescence drop versus neutral controls;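 active means mean added fluorescence quench of at least 8% versus neutral control, with both replicates also reaching 8%; inconclusive means only one of the mean or replicate conditions met; inactive means mean below 8% and not both replicates reaching 8%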;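 further: cells transiently co-express mutant CFTR-F508del with the halide-sensitive YFP; corrector assay measuring rescue of mutant channel to the surface after 24 h compound exposure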
Casp6 inh: human caspase-6 inhibitors, primary screen, biochemical, VEID-R110 fluorescence, single point, set 2 | P55212 | actives 0.53% (n = 350,000) | purified caspase-6, Z-VEID-R110 cleavage fluorescence | AID 686996, 2013 | inhibition, % at 12.5 µM;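 active means mean inhibition across replicates at least about 35%, with every replicate also reaching that limit, limit read from the data; inconclusive means only one of the two criteria met; inactive means neither criterion met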;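 further: 0% = median of neutral control wells and 100% = no fluorescence left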
Target sequence (P55212 24-179 limits assumed): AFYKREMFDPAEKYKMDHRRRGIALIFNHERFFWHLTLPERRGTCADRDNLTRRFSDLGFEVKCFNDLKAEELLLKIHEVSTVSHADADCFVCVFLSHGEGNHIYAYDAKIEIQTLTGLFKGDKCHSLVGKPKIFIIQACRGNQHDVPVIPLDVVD
Target sequence (P55212 194-293 limits assumed): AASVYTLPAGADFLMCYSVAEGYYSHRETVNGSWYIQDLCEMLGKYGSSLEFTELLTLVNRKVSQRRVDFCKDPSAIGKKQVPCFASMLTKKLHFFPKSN
DENV2 CPE: inhibitors of DENV2 cytopathic effect, primary screen, cell-based, plate reader, single concentration; DENV2-infected cells, cytopathic effect rescue; CPE inhibition, % at 9.99 µM; actives 1.7% (n = 350,000); AID 651640, 2012; in the data active means CPE inhibition above about 20%, passing the limit was not always enough; inconclusive means no clear call, values can overlap the other calls; tested in BHK-21 cells;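 further: 0% = median of neutral control wells and 100% = median of positive control wells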
ERp5 block: inhibitors of ERp5-driven insulin aggregation, primary screen, biochemical, turbidity, absorbance 650 nm, single point; Protein disulfide-isomerase A6 (Homo sapiens), Q15084; 90 min; inhibition, % at 9.99 µM; actives 0.05% (n = 350,000); AID 651711, 2012;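 active means mean replicate inhibition above about 25%, with every replicate also reaching it, limit read from the data, passing the limit was not always enough; inconclusive means only one of those two criteria met; inactive means neither criterion met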
Target sequence (Q15084 whole entry, looked up): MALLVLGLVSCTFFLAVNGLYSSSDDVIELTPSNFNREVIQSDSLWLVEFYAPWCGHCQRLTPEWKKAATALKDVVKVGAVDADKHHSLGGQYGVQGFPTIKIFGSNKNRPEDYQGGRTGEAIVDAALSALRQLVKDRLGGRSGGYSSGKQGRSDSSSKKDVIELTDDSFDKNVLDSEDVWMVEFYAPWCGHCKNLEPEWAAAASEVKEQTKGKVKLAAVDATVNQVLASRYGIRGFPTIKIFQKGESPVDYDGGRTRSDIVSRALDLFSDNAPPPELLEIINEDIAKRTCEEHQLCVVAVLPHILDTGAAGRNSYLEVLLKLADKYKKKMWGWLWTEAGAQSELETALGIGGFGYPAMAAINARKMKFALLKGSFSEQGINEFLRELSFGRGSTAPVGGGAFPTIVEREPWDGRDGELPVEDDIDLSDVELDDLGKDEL
ERAP1 inh: human ERAP1 aminopeptidase inhibitors, primary screen, biochemical, single point, plate reader | inhibition, % at 10.7 µM | Endoplasmic reticulum aminopeptidase 1 (Homo sapiens), Q9NZ08 | actives 0.15% (n = 340,000) | recombinant ERAP1, Leu-AMC fluorescence, 60 min;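 active means mean replicate inhibition of at least 30%, or all replicates individually reaching that 30% level; inactive means mean below 30% and not every replicate reaching it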;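 further: 0% = neutral control wells and 100% = L-leucinethiol positive control wells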
miR122 inh: miR-122 Renilla sensor signal increase in Huh7, primary screen, miR-122 inhibitor project, cell-based, single point, plate reader. Huh7 miR-122 Renilla luciferase sensor, 48 h; neutral wells = 0, positive control = 100. activation (reporter increase), % at 12.5 µM. actives 0.3% (n = 340,000);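 active means mean replicate activation score at least 90 and every replicate individually at or above 90; inconclusive means only one of the two criteria met; inactive means neither criterion met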;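 further: higher luciferase means less miR-122 activity so hits act as miR-122 inhibitors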
The depositor's hits bear a star; ? = inconclusive; / = no result given; [ ] = another dose, or the depositor's remark. Rows are unselected; 4% or so of the library scored in one or more.

SMILES	SIRT5 block	F508del corr	Casp6 inh	DENV2 CPE	ERp5 block	ERAP1 inh	miR122 inh
CN(C)C(=O)C[C@H]1C[C@H]2c3cc(NC(=O)NC4CCCCC4)ccc3O[C@H]2[C@H](CO)O1	2	-0.5	-3	6	1	0	-8[16.7 µM]
Cc1cc2cc(CNC(=S)NC3CCCCC3)ccc2[nH]1	-2	-0.4	-4	3	4	2	/
O=C(/C=C/c1cccs1)c1cc(F)ccc1OC(=O)N1CCOCC1	4	/	-1	/	-9	4	1
C[C@@H]1CN([C@@H](C)CO)C(=O)c2cc(N(C)C)ccc2O[C@H]1CN(C)CC1CCCCC1	-1	3.2	-4	-15	2	5	3[16.7 µM]
O=C(NCc1ccco1)C1CCCN1C(=O)Nc1ccc(Br)cc1 (stereo not given)	-5	-0.3	5	-2	0	2	/
C[C@@H](NC(=O)C[C@H]1CC[C@@H](NC(=O)C2CCOCC2)[C@H](CO)O1)c1ccccc1	-2	-0.2	2	1	-4	1	/
CCc1ccc(NC(=O)Nc2cc(C(=O)NCC3CCCO3)ccc2N2CC3CC(C2)c2cccc(=O)n2C3)cc1 (stereo not given)	-3	-2.7	-3	-7	3	-2	14
O=C(N[C@@H]1C=C[C@H](CC(=O)N2CCOCC2)O[C@H]1CO)c1cccc(F)c1	0	-1.5	0	?	11	0	16[16.7 µM]
C[C@@H]1CN([C@H](C)CO)C(=O)c2cc(NS(=O)(=O)c3cccs3)ccc2O[C@@H](C)CCCCO[C@@H]1CN(C)C(=O)c1ccncc1	-3	0.8	-1	-6	3	4	6[16.7 µM]
COc1ccc(-c2noc(N3CCC(C(=O)Nc4ccc(F)cc4)CC3)n2)cc1	5	-2.2	-3	2	1	-2	/
COc1ccccc1CNC(=O)C[C@@H]1CC[C@@H]2[C@@H](COc3ccc(NC(C)=O)cc3C(=O)N2C)O1	/	-0.5	/	2	/	/	-27[16.7 µM]
Cc1ccc(S(=O)(=O)Nc2ccc3c(c2)CC(=O)N([C@H](C)CO)C[C@@H](C)[C@H](CN(C)S(C)(=O)=O)O3)cc1	2	-1.7	-1	-1	-2	-2	2[16.7 µM]
C[C@@H]1CN([C@@H](C)CO)S(=O)(=O)c2ccc(-c3cncnc3)cc2O[C@@H]1CN(C)C(=O)c1ccc2c(c1)OCO2	-3	0.2	1	5	-2	2	-3[16.7 µM]
O=C(Nc1cccc(Cl)c1)N1CCN(C2c3ccccc3-c3ccccc32)CC1	1	-1.9	-3	-4	-1	1	/
CC(C)(C)C(=O)N1CCn2c1nc1ccccc12	-2	-0.2	-1	-1	-3	/	-6
O=C(CCC(=O)Nc1ccccc1)N/N=C/c1ccc2c(c1)OCO2	-2	-0.3	-3	12	-1	-6	-4
OC(CNCc1ccccc1F)COc1cccc2ccccc12 (stereo not given)	2	-0.3	3	2	6	-2	7
Cc1c(NC(=O)CCCCCN2C(=O)C3C4C=CC(C4)C3C2=O)c(=O)n(-c2ccccc2)n1C (stereo not given)	-1	-2.6	3	-3	5	0	-3
Cc1ccc(CCc2nnc(SCC(=O)Nc3ccccc3Cl)n2-c2ccccc2)o1	11	-1.4	0	15	?	1	-8
O=C(CN1CCCC1)Nc1sc2c(c1C(=O)Nc1ccc(Br)cc1)CCC2	-7	-2.1	-1	-8	-1	0	0

Grouped by structure, those above containing four or more nitrogen atoms
SMILES	SIRT5 block	F508del corr	Casp6 inh	DENV2 CPE	ERp5 block	ERAP1 inh	miR122 inh
CCc1ccc(NC(=O)Nc2cc(C(=O)NCC3CCCO3)ccc2N2CC3CC(C2)c2cccc(=O)n2C3)cc1 (stereo not given)	-3	-2.7	-3	-7	3	-2	14
C[C@@H]1CN([C@H](C)CO)C(=O)c2cc(NS(=O)(=O)c3cccs3)ccc2O[C@@H](C)CCCCO[C@@H]1CN(C)C(=O)c1ccncc1	-3	0.8	-1	-6	3	4	6[16.7 µM]
COc1ccc(-c2noc(N3CCC(C(=O)Nc4ccc(F)cc4)CC3)n2)cc1	5	-2.2	-3	2	1	-2	/
C[C@@H]1CN([C@@H](C)CO)S(=O)(=O)c2ccc(-c3cncnc3)cc2O[C@@H]1CN(C)C(=O)c1ccc2c(c1)OCO2	-3	0.2	1	5	-2	2	-3[16.7 µM]
Cc1c(NC(=O)CCCCCN2C(=O)C3C4C=CC(C4)C3C2=O)c(=O)n(-c2ccccc2)n1C (stereo not given)	-1	-2.6	3	-3	5	0	-3
Cc1ccc(CCc2nnc(SCC(=O)Nc3ccccc3Cl)n2-c2ccccc2)o1	11	-1.4	0	15	?	1	-8

Just DENV2 CPE, Casp6 inh and miR122 inh (6 entries from above):
Structure | DENV2 CPE | Casp6 inh | miR122 inh
O=C(/C=C/c1cccs1)c1cc(F)ccc1OC(=O)N1CCOCC1 | / | -1 | 1
C[C@@H]1CN([C@@H](C)CO)C(=O)c2cc(N(C)C)ccc2O[C@H]1CN(C)CC1CCCCC1 | -15 | -4 | 3[16.7 µM]
O=C(NCc1ccco1)C1CCCN1C(=O)Nc1ccc(Br)cc1 (stereo not given) | -2 | 5 | /
C[C@@H](NC(=O)C[C@H]1CC[C@@H](NC(=O)C2CCOCC2)[C@H](CO)O1)c1ccccc1 | 1 | 2 | /
CCc1ccc(NC(=O)Nc2cc(C(=O)NCC3CCCO3)ccc2N2CC3CC(C2)c2cccc(=O)n2C3)cc1 (stereo not given) | -7 | -3 | 14
O=C(N[C@@H]1C=C[C@H](CC(=O)N2CCOCC2)O[C@H]1CO)c1cccc(F)c1 | ? | 0 | 16[16.7 µM]

The list continues:
SMILES	SIRT5 block	F508del corr	Casp6 inh	DENV2 CPE	ERp5 block	ERAP1 inh	miR122 inh
Cc1ccc(N/C=C(\C#N)S(=O)(=O)c2ccccc2)cc1	0	-0.4	-1	-8	1	-1	-2
CCCCNC(=O)C1(C)CCC(=O)N1CC(F)(F)F (stereo not given)	-5	-0.9	0	7	0	6	-3
O=C(COC(=O)c1ccc(=O)[nH]c1)Nc1cccc(S(=O)(=O)N2CCOCC2)c1	-4	-1.6	1	-4	-10	1	14
COc1cccc(CN2[C@H](CO)[C@H](c3ccccc3)C23CN(C(=O)C2CCOCC2)C3)c1	-2	2.5	-3	-10	-2	1	/
CCOC(=O)C1(CCCc2ccccc2)CCN(C(=O)COC)CC1	-3	1.9	0	12	-8	/	9
CC1(C(=O)Nc2cccc(C#N)c2)CCN1C(=O)c1ccccc1CCc1ccccc1 (stereo not given)	/	-2.7	-1	-16	2	4	1
CSc1ccc(CN(C)CC(=O)NCc2ccccc2)cc1	-5	-2.0	-4	2	1	2	/
COc1ccccc1Nc1ccc(C(=O)NC2CCCCC2)cn1	-2	-0.2	2	/	3	0	-2
CCOC(=O)C1CCN(c2ccc(-c3cccs3)nn2)CC1	0	-0.3	0	?	3	0	/
COCCNC(=O)Cn1c(=O)n(Cc2ccc(C(=O)NCCc3ccc(OC)c(OC)c3)cc2)c(=O)c2ccccc21	-9	2.5	1	-3	1	/	4
O=C(NCc1ccco1)c1c(F)c(F)c(F)c(C(=O)NCc2ccco2)c1F	3	-3.4	4	5	-5	5	-22
Cc1ccccc1-c1ccc(Nc2ccc(C(=O)N3CCOCC3)cc2)nn1	8	/	-1	/	-5	-4	3
Cc1cccc(NC(=O)C2CCCN(c3cnccn3)C2)c1 (stereo not given)	0	-3.3	-2	-1	3	7	0
Cc1ccc(N2CC(O)CSC2=Nc2ccccc2)cc1 (stereo not given)	/	-1.9	-1	8	7	-1	/
O=C(C[C@H]1C/C=C\C[C@H](NC(=O)OCC2c3ccccc3-c3ccccc32)C(=O)OC[C@@H]2CCCN2C1=O)NCCO	/	-0.7	-2	?	3	/	-15
Cc1[nH]c2ccccc2c1CCN(Cc1cccs1)C(=S)Nc1ccccc1	6	1.1	-2	14	-4	7	9
CC(C)NC(=O)N(C)C[C@@H]1OCCCC[C@@H](C)Oc2ccc(N(C)C)cc2C(=O)N([C@@H](C)CO)C[C@H]1C	3	-2.2	0	6	1	3	8[16.7 µM]
Clc1ccc(SCc2csc(N3CCOCC3)n2)cc1	10	-1.2	-1	-3	0	/	/
CCc1c(O)nc(SCC(=O)Nc2cc(C)on2)n(-c2ccccc2)c1=O	8	-1.3	-1	?	0	1	-4
Cc1cc(N2CCOCC2)c2c(N)c(C)cc(C)c2n1	0	/	2	/	-13	1	3

Part of the list above in a different format.
CC1(C(=O)Nc2cccc(C#N)c2)CCN1C(=O)c1ccccc1CCc1ccccc1 (stereo not given)
  SIRT5 block = / | F508del corr = -2.7 | Casp6 inh = -1 | DENV2 CPE = -16 | ERp5 block = 2 | ERAP1 inh = 4 | miR122 inh = 1

COc1ccccc1Nc1ccc(C(=O)NC2CCCCC2)cn1
  SIRT5 block = -2 | F508del corr = -0.2 | Casp6 inh = 2 | DENV2 CPE = / | ERp5 block = 3 | ERAP1 inh = 0 | miR122 inh = -2

Next structures:
SMILES	SIRT5 block	F508del corr	Casp6 inh	DENV2 CPE	ERp5 block	ERAP1 inh	miR122 inh
O=C(O)c1cc(NC(=O)c2ccco2)cc(NC(=O)c2ccco2)c1	3	-0.3	10	11	5	0	-4
COCCn1c(SCC(=O)Nc2ccc(NC(C)=O)cc2)nc2ccccc2c1=O	-1	-0.3	1	11	4	-4	/
O=C(c1cccc(S(=O)(=O)Nc2cccc(C(F)(F)F)c2)c1)N1CCOCC1	-2	-0.4	1	4	0	/	/
O=C(c1ccco1)N1CCCC(N2CCN(c3ccccc3F)CC2)C1 (stereo not given)	-5	-2.5	4	1	-1	2	2
O=C(C[C@H]1C(=O)N(Cc2ccccc2)C[C@@H]1Cc1ccccc1)Nc1ccccc1	/	-0.5	2	-2	1	/	2
Cc1ccc(-n2nnc(-c3cccnc3Cl)n2)cc1	-2	0.5	2	/	0	5	3
CC(=O)Nc1ccc(C(=O)N(C)C(C(=O)Nc2ccc(C)cc2)c2ccccn2)cc1 (stereo not given)	-11	/	-4	13	7	6	/
CCOc1ccc(OCc2cccc(C(=O)N3CCCC3)c2)cc1	/	/	2	/	1	0	3
Cc1nc(N(C)C)c2sc(=S)n(-c3ccccc3)c2n1	-3	4.0	4	/	1	-7	-1
COc1ccc(NC(=O)Nc2cccc3c2O[C@H](CN(C)S(C)(=O)=O)[C@@H](C)CN([C@@H](C)CO)C3=O)cc1	-2	0.2	0	4	10	0	3[16.7 µM]
COc1cccc(/C=C2\SC(=S)N(N3C(=O)CCCC3=O)C2=O)c1	2	-2.7	3	?	4	-1	1
Cc1ccc(S(=O)(=O)CCC(=O)N2CCN(c3ccc(Cl)cc3)CC2)cc1	13	0.2	1	/	-6	3	-9

High-throughput results deposited in PubChem BioAssay by Broad Institute.
